CatS block – inhibitors of human cathepsin S, biochemical, compound mixtures. P25774. recombinant cathepsin S, AMC dipeptide fluorescence, pooled mixtures. inhibition, %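 (tested at 5 µM per compound within 10-compound mixtures)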. 0.06% of 62,000 active. AID 501, 2006; in the data active = inhibition above about 32%, passing the limit was not always enough;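 also: 0% = enzyme without compound and 100% = blank without enzyme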
Target sequence (P25774 115-331 limits assumed): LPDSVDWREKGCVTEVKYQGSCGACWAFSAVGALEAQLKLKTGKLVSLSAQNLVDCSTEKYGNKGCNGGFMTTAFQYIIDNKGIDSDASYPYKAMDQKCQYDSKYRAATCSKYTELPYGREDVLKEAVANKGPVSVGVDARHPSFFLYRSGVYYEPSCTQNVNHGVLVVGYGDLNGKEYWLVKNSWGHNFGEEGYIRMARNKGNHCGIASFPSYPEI
FXIa inh mix – FXIa protease inhibitors in compound pools, primary screen, biochemical, 10-compound mixtures | purified FXIa, fluorogenic substrate, pooled mixtures | 0.19% of 62,000 active | AID 680, 2007 | inhibition, % at 5 µM | Coagulation factor XI (Homo sapiens), P03951;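 also: each value is inhibition by a whole ten-compound pool holding the compound; 0% = enzyme with no mixture and 100% = wells lacking enzyme; strong numbers were not always called active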
Cathepsin G inh – human cathepsin G inhibitors, primary screen, biochemical, pooled compound mixtures, AMC fluorescence; P08311; purified enzyme, AMC-tetrapeptide fluorescence; inhibition, % at 5 µM (by protocol); 0.2% of 62,000 active;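 active = inhibition above 20% in each of the two mixture wells holding the compound; inactive = inhibition of 20% or less in either well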;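 also: 0% = enzyme control without mixture and 100% = blank lacking enzyme; strong numbers were not always called active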
JNK3 inh – JNK3 kinase activity inhibitors, primary screen, biochemical, human, purified enzyme; Mitogen-activated protein kinase 10 (Homo sapiens), P53779; HTS; inhibition, % at 8 µM; 0.61% of 60,000 active; AID 746, 2007; in the data active = inhibition above about 17%;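 also: 0% = DMSO and 100% = reference inhibitor; many of its hits are not listed in these tables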
C1s block – complement C1s protease inhibitors, primary screen, biochemical, 10-compound mixtures; mean inhibition % of two 10-compound mixtures (stronger effect = higher value), % at 5 µM (by protocol); 0.16% of 62,000 active; purified C1s, fluorogenic AMC substrate, pooled mixtures; Complement C1s subcomponent (Homo sapiens), P09871; AID 538, 2006;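 active = inhibition above 20% in each of the two 10-compound mixture wells holding the compound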;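 also: 0% = enzyme wells lacking compound mixture and 100% = no-enzyme blank wells; some compounds called inactive have numbers as strong as hits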
CatL block – inhibitors of human cathepsin L, biochemical. purified cathepsin L, fluorogenic substrate, fluorescence. 0.17% of 58,000 active. Procathepsin L (Homo sapiens), P07711. inhibition, %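 (tested at 10 µM)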; in the data active = inhibition above about 45%;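 also: 0% = enzyme with no compound and 100% = no enzyme blank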
Target sequence (P07711 114-288 limits assumed): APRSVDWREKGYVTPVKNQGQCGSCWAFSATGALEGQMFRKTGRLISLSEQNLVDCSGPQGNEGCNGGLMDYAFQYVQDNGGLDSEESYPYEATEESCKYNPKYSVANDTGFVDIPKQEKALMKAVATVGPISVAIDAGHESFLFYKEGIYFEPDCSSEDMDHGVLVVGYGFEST
Target sequence (P07711 292-333 limits assumed): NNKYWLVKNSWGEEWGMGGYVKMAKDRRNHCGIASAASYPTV
FXIIa mix inh – human factor XIIa inhibitors, primary screen, biochemical, pooled compound mixtures, fluorogenic substrate; AID 684, 2007; 0.2% of 62,000 active; purified FXIIa; Coagulation factor XII (Homo sapiens), P00748; inhibition, % at 5 µM;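 also: 0% = enzyme without compound and 100% = no enzyme blank; some results filed as inactive read as strong as hits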
Target sequence (P00748 20-372 limits assumed): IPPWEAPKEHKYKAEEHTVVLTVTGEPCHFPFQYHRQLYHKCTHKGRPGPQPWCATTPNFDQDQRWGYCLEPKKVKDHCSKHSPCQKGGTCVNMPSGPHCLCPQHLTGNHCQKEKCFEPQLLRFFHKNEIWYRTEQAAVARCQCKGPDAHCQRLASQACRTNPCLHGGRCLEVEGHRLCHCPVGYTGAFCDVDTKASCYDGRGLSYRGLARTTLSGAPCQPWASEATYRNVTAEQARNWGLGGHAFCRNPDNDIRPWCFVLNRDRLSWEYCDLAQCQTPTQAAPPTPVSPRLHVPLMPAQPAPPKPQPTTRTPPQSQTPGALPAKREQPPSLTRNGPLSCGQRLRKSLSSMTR
Target sequence (P00748 373-615 limits assumed): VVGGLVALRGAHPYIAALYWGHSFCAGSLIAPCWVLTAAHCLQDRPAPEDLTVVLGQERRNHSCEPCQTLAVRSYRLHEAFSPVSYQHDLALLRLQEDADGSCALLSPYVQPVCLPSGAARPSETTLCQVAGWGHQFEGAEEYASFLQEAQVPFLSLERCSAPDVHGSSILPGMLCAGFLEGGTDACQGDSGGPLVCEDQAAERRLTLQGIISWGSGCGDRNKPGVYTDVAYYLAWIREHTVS
PKA kinase inh – inhibitors of human PKA kinase activity, primary screen, biochemical, ATP-depletion luminescence, Kemptide substrate. AID 524, 2006. 0.1% of 65,000 active. PKA Kemptide phosphorylation, Kinase-Glo ATP luminescence. inhibition, % at 6 µM;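 active = inhibition above the screen-wide mean inhibition plus 3 SD, cut at about 21% in these data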; also: many of its hits are not listed in these tables
ROCK2 blocker – inhibitors of human ROCK2 kinase, primary screen, biochemical, high-throughput, luminescence | 0.35% of 60,000 active | Rho-associated protein kinase 2 (Homo sapiens), O75116 | purified ROCK2, Kinase-Glo ATP depletion luminescence | inhibition, % at 6 µM;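 active = inhibition above the screen-wide mean inhibition plus 3 SD, cut at about 18% in these data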;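 also: plate controls were DMSO wells for no effect and Y-27632 control wells after no-enzyme background subtraction for full effect; many of its hits are not listed in these tables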
The depositor's hits bear a star. Rule as the data show it, unless noted: active = inhibition above about 20% (passing the limit was not always enough); inactive = the rest.

How did CCN1CCN(C(c2ccccc2)c2nnnn2CCc2ccc(OC)c(OC)c2)CC1 (centres undefined) do in these assays?
CatS block: 1; FXIa inh mix: 8; Cathepsin G inh: 12; JNK3 inh: 0; C1s block: 16; CatL block: -12; FXIIa mix inh: -16; PKA kinase inh: -5; ROCK2 blocker: -4

Results for CCOC(=O)c1[nH]c(C)c(C(=O)NCc2ccccn2)c1C ?
CatS block: 12; FXIa inh mix: 1; Cathepsin G inh: 4; JNK3 inh: 0; C1s block: -7; CatL block: 1; FXIIa mix inh: 6; PKA kinase inh: -2; ROCK2 blocker: 1

What do the screens show for `CC(=O)Nc1ccc(NC(=O)C(C)Oc2ccccc2F)cc1` (centres undefined)?
CatS block: -10; FXIa inh mix: 2; Cathepsin G inh: 7; JNK3 inh: 1; C1s block: 9; CatL block: -3; FXIIa mix inh: 0; PKA kinase inh: 2; ROCK2 blocker: 5

How did CCOc1ccc(NS(=O)(=O)c2ccc3[nH]cc(C(=O)NCC4CCCO4)c(=O)c3c2)cc1 (centres undefined) do in these assays?
CatS block: -1; FXIa inh mix: -3; Cathepsin G inh: -1; JNK3 inh: -3; C1s block: -1; CatL block: -3; FXIIa mix inh: 6; PKA kinase inh: 3; ROCK2 blocker: 2

What do the screens show for `O=C(Nc1ccccc1Cl)c1ccc(S(=O)(=O)N2CCOCC2)cc1`?
CatS block: 5; FXIa inh mix: 8; Cathepsin G inh: 1; JNK3 inh: 0; C1s block: 4; CatL block: 15; FXIIa mix inh: 1; PKA kinase inh: 6; ROCK2 blocker: 4

How did Cc1ccc(N2CC(C(=O)NCc3cccnc3)CC2=O)cc1 (centres undefined) do in these assays?
CatS block: 9; FXIa inh mix: 8; Cathepsin G inh: -4; JNK3 inh: -4; C1s block: -5; CatL block: 19; FXIIa mix inh: 0; PKA kinase inh: 4; ROCK2 blocker: 6

What do the screens show for `O=C(c1ccccc1S(=O)(=O)NCc1ccccc1)N1CCCCC1`?
CatS block: 12; FXIa inh mix: 16; Cathepsin G inh: -2; JNK3 inh: -4; C1s block: -47; CatL block: 9; FXIIa mix inh: -1; PKA kinase inh: 0; ROCK2 blocker: -8

How did CCOC(=O)c1sc2ncn(C(C)C(=O)OC)c(=O)c2c1C (centres undefined) do in these assays?
CatS block: -10; FXIa inh mix: -17; Cathepsin G inh: 5; JNK3 inh: 1; C1s block: -17; CatL block: 13; FXIIa mix inh: -3; PKA kinase inh: 9; ROCK2 blocker: 4

What do the screens show for `O=C(NCc1ccco1)c1ccc(=O)oc1`?
JNK3 inh: 2; CatL block: -2; PKA kinase inh: -3; ROCK2 blocker: 4

Results for CC(C)(C)NC(=O)c1ccc2nccnc2c1 ?
CatS block: 3; FXIa inh mix: -4; Cathepsin G inh: 12; JNK3 inh: 3; C1s block: 5; CatL block: 26; FXIIa mix inh: -13; PKA kinase inh: 11; ROCK2 blocker: 6

What do the screens show for `O=C(CN1C(=O)COc2ccccc21)Nc1ccc(F)cc1`?
CatS block: -5; FXIa inh mix: 5; Cathepsin G inh: 1; JNK3 inh: -11; C1s block: -5; CatL block: -8; FXIIa mix inh: 8; PKA kinase inh: 4; ROCK2 blocker: -1

Results for COc1nc(Nc2ccc(C(C)=O)cc2)nc(OC)n1 ?
CatS block: -4; FXIa inh mix: 1; Cathepsin G inh: 2; JNK3 inh: 4; C1s block: -48; CatL block: 0; FXIIa mix inh: 8; PKA kinase inh: 4; ROCK2 blocker: 5

How did CC(C)=CCCC(C)NC(=O)NC1CCCCC1 (centres undefined) do in these assays?
CatS block: 1; FXIa inh mix: 0; Cathepsin G inh: 8; JNK3 inh: 0; C1s block: -5; CatL block: -2; FXIIa mix inh: 7; PKA kinase inh: 12; ROCK2 blocker: 5

Results for CCOc1ccc(S(=O)(=O)N2CCN(c3ccc(OC)cc3)CC2)c2cccnc12 ?
CatS block: -3; FXIa inh mix: -5; Cathepsin G inh: 7; JNK3 inh: -1; C1s block: 0; CatL block: 6; FXIIa mix inh: 8; PKA kinase inh: 5; ROCK2 blocker: 3

How did CC(C)c1nc(SCC(=O)Nc2cccc(C(F)(F)F)c2)c2c(=O)n(C)c(=O)n(C)c2n1 do in these assays?
CatS block: 19; FXIa inh mix: 5; Cathepsin G inh: -3; JNK3 inh: 5; C1s block: -16; FXIIa mix inh: 16; PKA kinase inh: 2; ROCK2 blocker: 1

How did O=C(NCc1ccccn1)c1nnc(Cc2ccc(Cl)cc2)o1 do in these assays?
CatS block: 1; FXIa inh mix: 8; Cathepsin G inh: 11; JNK3 inh: 7; C1s block: 13; FXIIa mix inh: 7; PKA kinase inh: 5; ROCK2 blocker: -2

Results for O=C(Cc1ccccc1)N1CCCC1c1ccccc1 (centres undefined) ?
CatS block: 1; FXIa inh mix: -7; Cathepsin G inh: -17; JNK3 inh: -7; C1s block: -20; CatL block: -1; FXIIa mix inh: 12; PKA kinase inh: 5; ROCK2 blocker: -2

What do the screens show for `COc1cc(OC)cc(-c2nc(-c3ccc(Br)cc3)no2)c1`?
CatS block: 1; FXIa inh mix: 0; Cathepsin G inh: 10; JNK3 inh: 4; C1s block: 10; CatL block: 2; FXIIa mix inh: -13; PKA kinase inh: 3; ROCK2 blocker: 5

What do the screens show for `CCn1c(SCC(=O)N2CCN(c3ccc(F)cc3)CC2)nnc1-c1ccncc1`?
CatS block: -4; FXIa inh mix: 4; Cathepsin G inh: -1; JNK3 inh: -1; C1s block: 2; CatL block: -3; FXIIa mix inh: -1; PKA kinase inh: 11; ROCK2 blocker: 3

How did CCOC(=O)N1CCN(c2c(Nc3cc(C)[nH]n3)c(=O)c2=O)CC1 do in these assays?
CatS block: 9; FXIa inh mix: 12; Cathepsin G inh: 12; JNK3 inh: -1; C1s block: 2; FXIIa mix inh: -14; PKA kinase inh: 3; ROCK2 blocker: 4

What do the screens show for `CCOC(=O)C(NC(=O)Nc1ncccn1)(Oc1ccccc1)C(F)(F)F` (centres undefined)?
CatS block: 22; FXIa inh mix: -2; Cathepsin G inh: -11; JNK3 inh: -2; C1s block: -27; CatL block: 24; FXIIa mix inh: 4; PKA kinase inh: 0; ROCK2 blocker: 3

What do the screens show for `N#CC1=C(SCC(=O)c2ccc(Cl)cc2)NC2=C(C(=O)CCC2)C1c1ccco1` (centres undefined)?
JNK3 inh: 9; CatL block: -13; PKA kinase inh: -8; ROCK2 blocker: 0

How did CN(C)c1nc(N(C)C)nc(N(C)C)n1 do in these assays?
CatS block: -5; FXIa inh mix: 3; Cathepsin G inh: 6; JNK3 inh: 5; C1s block: 1; CatL block: 9; FXIIa mix inh: 3; PKA kinase inh: 0; ROCK2 blocker: 6

How did COc1ccc(N2CCN(C(=O)CSc3ccccc3)CC2)cc1 do in these assays?
CatS block: 14; FXIa inh mix: -4; Cathepsin G inh: -5; JNK3 inh: -1; C1s block: 1; CatL block: 7; FXIIa mix inh: 2; PKA kinase inh: -8; ROCK2 blocker: -2

What do the screens show for `Cc1c(C(=O)O)sc2nc(C)n(C)c(=O)c12`?
CatS block: -3; FXIa inh mix: -7; Cathepsin G inh: 2; JNK3 inh: 0; C1s block: 8; CatL block: 1; FXIIa mix inh: 7; PKA kinase inh: 11; ROCK2 blocker: 6

Results for O=C(CN1CCCC1)Nc1ccc(NC(=O)Nc2ccccc2)cc1 ?
CatS block: -5; FXIa inh mix: -1; Cathepsin G inh: -3; JNK3 inh: 7; C1s block: 2; CatL block: -1; FXIIa mix inh: 3; PKA kinase inh: 0; ROCK2 blocker: 4

How did CC(=O)c1cc(-c2ccccc2)n(CC(=O)NCc2cccs2)c1C do in these assays?
CatS block: 21; FXIa inh mix: 5; Cathepsin G inh: 11; JNK3 inh: -5; C1s block: 13; CatL block: 1; FXIIa mix inh: 1; PKA kinase inh: -3; ROCK2 blocker: 1

Results for O=C1NC(=O)c2c(NC(=O)C3CCCO3)cccc21 (centres undefined) ?
CatS block: -3; FXIa inh mix: 4; Cathepsin G inh: -5; JNK3 inh: 21*; C1s block: 3; CatL block: -7; FXIIa mix inh: 3; PKA kinase inh: 12; ROCK2 blocker: 8

Results for COc1nc(NCCN2CCOCC2)nc(Nc2ccccc2)n1 ?
CatS block: 0; FXIa inh mix: 2; Cathepsin G inh: 9; JNK3 inh: -2; C1s block: 16; CatL block: -3; FXIIa mix inh: 0; PKA kinase inh: 0; ROCK2 blocker: 6

What do the screens show for `COc1ccc(NC(=O)CSc2nnc(Cn3c(=O)sc4ccccc43)n2C)cc1`?
CatS block: -1; FXIa inh mix: 8; Cathepsin G inh: -2; JNK3 inh: -2; C1s block: -8; CatL block: 0; FXIIa mix inh: 4; PKA kinase inh: -12; ROCK2 blocker: -4

What do the screens show for `O=C(CCCn1c(=O)[nH]c2ccccc2c1=O)NC1CCCCCC1`?
CatS block: 13; FXIa inh mix: 13; Cathepsin G inh: 54; JNK3 inh: 10; C1s block: 19; CatL block: 19; FXIIa mix inh: 6; PKA kinase inh: 0; ROCK2 blocker: -1

Results for CCOC(=O)c1ccccc1NC(=O)N1CCn2c(C)ccc2C1CC (centres undefined) ?
CatS block: -6; FXIa inh mix: 2; Cathepsin G inh: 1; JNK3 inh: 3; C1s block: -6; CatL block: 9; FXIIa mix inh: 4; PKA kinase inh: -3; ROCK2 blocker: 2

What do the screens show for `COC(=O)C(C)n1cnc2c(nnn2-c2cccc(Cl)c2)c1=O` (centres undefined)?
CatS block: -4; FXIa inh mix: 3; Cathepsin G inh: -11; JNK3 inh: -2; C1s block: -41; CatL block: 0; FXIIa mix inh: 0; PKA kinase inh: 1; ROCK2 blocker: 8

How did O=C1CC(N2CCN(C3CCc4ccccc4C3)CC2)C(=O)N1c1ccccc1 (centres undefined) do in these assays?
CatS block: 12; FXIa inh mix: 10; Cathepsin G inh: 4; JNK3 inh: 0; C1s block: -1; CatL block: 0; FXIIa mix inh: 4; PKA kinase inh: 3; ROCK2 blocker: 2

What do the screens show for `CCOc1ccc2nc(-c3ccc(OC)c(OC)c3)cc(C(=O)O)c2c1`?
CatS block: -4; FXIa inh mix: 6; Cathepsin G inh: -3; JNK3 inh: -3; C1s block: -3; FXIIa mix inh: 7; PKA kinase inh: 6; ROCK2 blocker: 4

How did CCn1c(=O)c(C(=O)NCCN2CCCCC2)c(O)c2ccccc21 do in these assays?
CatS block: 3; FXIa inh mix: 6; Cathepsin G inh: -6; JNK3 inh: 4; C1s block: 1; CatL block: 18; FXIIa mix inh: -3; PKA kinase inh: 5; ROCK2 blocker: 1

Results for COc1cc(CN/C(C)=C(\C#N)C(N)=O)cc(OC)c1OC ?
CatS block: 5; FXIa inh mix: 5; Cathepsin G inh: -3; JNK3 inh: 63*; C1s block: -2; CatL block: 5; FXIIa mix inh: 2; PKA kinase inh: 8; ROCK2 blocker: 9

Structural class, the entries above with a CF3 group (2)
How did CC(C)c1nc(SCC(=O)Nc2cccc(C(F)(F)F)c2)c2c(=O)n(C)c(=O)n(C)c2n1 do in these assays?
CatS block: 19; FXIa inh mix: 5; Cathepsin G inh: -3; JNK3 inh: 5; C1s block: -16; FXIIa mix inh: 16; PKA kinase inh: 2; ROCK2 blocker: 1

What do the screens show for `CCOC(=O)C(NC(=O)Nc1ncccn1)(Oc1ccccc1)C(F)(F)F` (centres undefined)?
CatS block: 22; FXIa inh mix: -2; Cathepsin G inh: -11; JNK3 inh: -2; C1s block: -27; CatL block: 24; FXIIa mix inh: 4; PKA kinase inh: 0; ROCK2 blocker: 3

Source: PubChem BioAssay
